SENP7 block: SENP7 protease inhibition | Q9BQF6 | recombinant SENP7, Z-RLRGG-aminoluciferin luminescence, 40 min | inhibition, % at 5 µM | hit rate 1.5% among 330,000 | AID 434973;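 active = inhibition above about 50% at the single test dose, limit read from the data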;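 note: plate controls were DMSO with enzyme for no effect and no enzyme buffer wells for full effect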
Jurkat NFkB inh: lowers PMA/ionomycin-induced NF-kB signal in Jurkat cells. hit rate 0.53% among 330,000. PMA/ionomycin-induced NF-kB luciferase reporter, luminescence. inhibition, % at 4 µM. AID 435003
SENP8 inh: SENP8 protease inhibition; purified SENP8, Z-RLRGG-aminoluciferin cleavage, luminescence; inhibition, % at 10 µM; hit rate 1.2% among 330,000; AID 2540
Apaf1 inhib: human Apaf-1 inhibition. O14727. hit rate 0.71% among 330,000. inhibition, % at 20 µM. reconstituted apoptosome caspase-3 activity, DEVD-Rh110 fluorescence; active = inhibition of at least 40% at 20 µM;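 note: plate controls were DMSO wells for no effect and DEVD-CHO caspase inhibitor wells for full effect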
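System: Apoptosome proteins | Medium: Hepes pH 7.5 with detergent and BSA | Also added: Cytochrome c trigger plus (Z-DEVD)2-Rh110 caspase-3 substrate | Incubation: 30 min compound preincubation, 50 min activation, room temperature | Detection: Rhodamine 110 fluorescence at Ex 480/Em 540 nm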
697 NFkB inh: inhibitors of the PMA/ionomycin-induced NF-kB reporter in 697 B cells; 697 B-cell NF-kB luciferase reporter, 16 h; inhibition, % at 4 µM; hit rate 0.33% among 330,000; AID 435022; in the data active = inhibition above about 35%
UBC13 inh: human UBC13 polyubiquitination inhibition | UBC13 polyubiquitin chain formation, TR-FRET | hit rate 0.47% among 330,000 | inhibition, % at 20 µM | AID 485273; in the data active = inhibition above about 45%, passing the limit was not always enough
HKDC1 inh: blocks human hexokinase HKDC1 activity. recombinant HKDC1, G6PDH/diaphorase resazurin coupled fluorescence. inhibition, % at 20 µM. hit rate 0.16% among 340,000. AID 493160;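 active = inhibition above about 35% when tested at 20 µM, limit read from the data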;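 note: plate controls were DMSO wells with enzyme for no effect and DMSO wells lacking enzyme for full effect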
Target sequence (Q2TB90 whole entry, looked up): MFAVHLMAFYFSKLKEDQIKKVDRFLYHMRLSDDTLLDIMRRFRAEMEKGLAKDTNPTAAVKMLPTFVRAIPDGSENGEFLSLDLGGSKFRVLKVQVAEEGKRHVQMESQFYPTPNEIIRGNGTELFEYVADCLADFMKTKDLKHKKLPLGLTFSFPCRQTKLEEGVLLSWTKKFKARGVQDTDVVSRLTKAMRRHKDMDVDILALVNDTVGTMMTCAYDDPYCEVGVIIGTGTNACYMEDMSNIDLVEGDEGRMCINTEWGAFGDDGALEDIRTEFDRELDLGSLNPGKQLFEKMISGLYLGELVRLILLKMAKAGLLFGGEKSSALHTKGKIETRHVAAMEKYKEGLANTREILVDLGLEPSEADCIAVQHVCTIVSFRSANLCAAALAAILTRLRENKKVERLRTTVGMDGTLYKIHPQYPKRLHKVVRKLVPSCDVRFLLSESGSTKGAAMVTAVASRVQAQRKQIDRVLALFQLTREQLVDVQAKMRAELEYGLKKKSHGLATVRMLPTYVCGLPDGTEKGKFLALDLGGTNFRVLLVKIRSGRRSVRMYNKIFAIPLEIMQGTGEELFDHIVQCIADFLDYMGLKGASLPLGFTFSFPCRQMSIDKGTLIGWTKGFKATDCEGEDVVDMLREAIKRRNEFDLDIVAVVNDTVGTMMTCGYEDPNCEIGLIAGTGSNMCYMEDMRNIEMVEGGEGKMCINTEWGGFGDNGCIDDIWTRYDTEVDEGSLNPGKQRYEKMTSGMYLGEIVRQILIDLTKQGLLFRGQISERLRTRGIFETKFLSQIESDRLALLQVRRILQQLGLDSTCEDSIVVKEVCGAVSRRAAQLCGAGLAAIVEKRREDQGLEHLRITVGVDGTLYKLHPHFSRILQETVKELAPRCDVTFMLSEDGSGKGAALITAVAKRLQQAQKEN
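Test system: HK5 enzyme. Quantity: 5 µg/mL HK5 final. Reagent: glucose and ATP substrates. Schedule: 90 min reaction incubation at room temperature, dark. Technique: resazurin-to-resorufin fluorescence via G6PDH and diaphorase coupling, 525/613 nm. Control set: DMSO wells with and without enzyme mix.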
Gli-Sufu block: Gli-Sufu pathway antagonism. inhibition, % at 5 µM. AID 588413. hit rate 0.74% among 340,000. Sufu-KO-LIGHT fibroblasts, Gli luciferase reporter luminescence;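 active = inhibition above about 55%, limit read from the data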;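 note: 0% = DMSO-treated cells and 100% = wells with medium but no cells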
Numbers without * were called inactive; · = no result given. Cut-off read from the data, not from the text of the source, unless noted: active = inhibition above about 50%; inactive = the rest.

SMILES	SENP7 block	Jurkat NFkB inh	SENP8 inh	Apaf1 inhib	697 NFkB inh	UBC13 inh	HKDC1 inh	Gli-Sufu block
Clc1cccc(CN2CCc3c([nH]c4ccccc34)C2)c1	-11	-13	-5	24	-23	-10	6	-5
COc1ccccc1CC(=O)Nc1cccc(C)n1	5	5	3	-9	10	-15	-3	12
COc1ccc(OCCc2nnc(N)s2)cc1	5	-10	-2	-1	7	4	1	-4
CC1CC(C)CN(CCCNC(=O)C2CCN(c3nnc(-n4cccc4)s3)CC2)C1 (configuration not stated)	3	4	-1	9	11	15	-6	16
CC(C)Oc1ccc(CNC(=O)Cn2ccc3cc(S(=O)(=O)N4CCCC4)ccc32)cc1	-3	10	-6	4	3	8	-2	-10
Cc1ccc(C(c2nnnn2CS(=O)(=O)c2ccc(C)cc2)N2CCC(C(N)=O)CC2)cc1 (configuration not stated)	6	-21	1	-3	-14	7	-3	0
Cc1ccn(CC(=O)N2CCCC(N3CCN(c4ccccc4F)CC3)C2)n1 (configuration not stated)	3	0	-2	-13	-8	0	-4	-3
O=C(CSc1nnc(-c2ccncc2)n1CCc1ccccc1)N1CCCC1	5	0	-3	-263	16	-11	·	·
Cc1cccc(C(=O)NCCCNC(=O)c2cccnc2)c1	-1	8	0	4	9	2	-10	10
CN(C)c1ccc(Sc2nnc(NC(=O)Nc3ccc(Cl)cc3Cl)s2)cc1	5	3	5	9	-4	-1	-8	8
Cc1nc(C)c(C(=O)NNC(=O)c2ccc(Br)cc2)s1	-5	-7	-1	-3	4	6	13	-1
O=C(N/C(=C\c1cccnc1)C(=O)N1CCOCC1)c1cccc(Br)c1	-9	-6	-14	5	-8	-20	-5	-3
Cn1c(=O)[nH]c(=O)c2c1nc(N1CCCCCC1)n2CC(N)=O	-1	9	7	-9	3	1	-10	-8
COC(=O)c1[nH]c(C)c(/C(O)=C2\C(=O)C(=O)N(CCN(C)C)C2c2ccco2)c1C (configuration not stated)	2	0	-2	6	-27	-13	-4	-3
CCOC(=O)C1CCN(c2c(NCc3ccc(C(=O)NCCC(C)C)cc3)c(=O)c2=O)CC1	3	-6	-4	-18	16	-5	-4	-3

15 consecutive entries from above, quoted:
SMILES	SENP7 block	Jurkat NFkB inh	SENP8 inh	Apaf1 inhib	697 NFkB inh	UBC13 inh	HKDC1 inh	Gli-Sufu block
Clc1cccc(CN2CCc3c([nH]c4ccccc34)C2)c1	-11	-13	-5	24	-23	-10	6	-5
COc1ccccc1CC(=O)Nc1cccc(C)n1	5	5	3	-9	10	-15	-3	12
COc1ccc(OCCc2nnc(N)s2)cc1	5	-10	-2	-1	7	4	1	-4
CC1CC(C)CN(CCCNC(=O)C2CCN(c3nnc(-n4cccc4)s3)CC2)C1 (configuration not stated)	3	4	-1	9	11	15	-6	16
CC(C)Oc1ccc(CNC(=O)Cn2ccc3cc(S(=O)(=O)N4CCCC4)ccc32)cc1	-3	10	-6	4	3	8	-2	-10
Cc1ccc(C(c2nnnn2CS(=O)(=O)c2ccc(C)cc2)N2CCC(C(N)=O)CC2)cc1 (configuration not stated)	6	-21	1	-3	-14	7	-3	0
Cc1ccn(CC(=O)N2CCCC(N3CCN(c4ccccc4F)CC3)C2)n1 (configuration not stated)	3	0	-2	-13	-8	0	-4	-3
O=C(CSc1nnc(-c2ccncc2)n1CCc1ccccc1)N1CCCC1	5	0	-3	-263	16	-11	·	·
Cc1cccc(C(=O)NCCCNC(=O)c2cccnc2)c1	-1	8	0	4	9	2	-10	10
CN(C)c1ccc(Sc2nnc(NC(=O)Nc3ccc(Cl)cc3Cl)s2)cc1	5	3	5	9	-4	-1	-8	8
Cc1nc(C)c(C(=O)NNC(=O)c2ccc(Br)cc2)s1	-5	-7	-1	-3	4	6	13	-1
O=C(N/C(=C\c1cccnc1)C(=O)N1CCOCC1)c1cccc(Br)c1	-9	-6	-14	5	-8	-20	-5	-3
Cn1c(=O)[nH]c(=O)c2c1nc(N1CCCCCC1)n2CC(N)=O	-1	9	7	-9	3	1	-10	-8
COC(=O)c1[nH]c(C)c(/C(O)=C2\C(=O)C(=O)N(CCN(C)C)C2c2ccco2)c1C (configuration not stated)	2	0	-2	6	-27	-13	-4	-3
CCOC(=O)C1CCN(c2c(NCc3ccc(C(=O)NCCC(C)C)cc3)c(=O)c2=O)CC1	3	-6	-4	-18	16	-5	-4	-3

The listing continues:
SMILES	SENP7 block	Jurkat NFkB inh	SENP8 inh	Apaf1 inhib	697 NFkB inh	UBC13 inh	HKDC1 inh	Gli-Sufu block
Cc1cccc(C)c1N=C1SC(CC(=O)Nc2c(C)cccc2C)C(=O)N1CCc1ccccn1 (configuration not stated)	4	14	-6	16	11	7	-9	2
Cc1cc(C)nc(/N=C2\NC(=O)CC(C(=O)O)N2c2cccc(Cl)c2)n1 (configuration not stated)	-1	10	-6	-2	8	0	·	·
CCCS(=O)(=O)N1CCN(Cc2ccc(OCc3ccccc3)c(OC)c2)CC1	4	-13	-10	-3	-6	-5	-7	4
CN(CC(=O)Nc1ccc(F)cc1)C(=O)COC(=O)C1=COCCO1	-7	17	-12	-4	25	-8	-5	-10
CC(=O)c1ccc(N=C2C(=O)Nc3ccccc32)cc1	-11	-15	-5	-4	-6	-23	7	16
Cc1ccc(CNC(=O)C(=O)Nc2nccs2)cc1	11	11	1	-8	7	8	-9	-9
O=C(CN1C(=O)NC2(CCCCCC2)C1=O)N1CCN(S(=O)(=O)c2ccc(Cl)cc2)CC1	-11	5	-1	-10	19	9	-13	-1
COc1ccccc1CC(=O)Nc1cc(S(=O)(=O)N2CCOCC2)ccc1N1CCOCC1	7	-10	2	-28	20	8	-7	3
O=C(Nc1nc(-c2ccccc2)cs1)c1ccc2c(c1)S(=O)(=O)c1ccccc1C2=O	11	8	-11	13	2	-16	-6	-10
O=C(O)c1cccc(NC(=O)c2cc(NC(=O)c3ccccc3)cc(NC(=O)c3ccccc3)c2)c1	10	-9	-2	20	-3	-16	-1	1
O=C(NCc1ccccc1)c1ccc(S(=O)(=O)NCc2ccco2)cc1	-8	-24	-5	6	-10	-9	-6	-27
O=C(CS(=O)(=O)c1ccccc1)c1cc2cc(F)ccc2oc1=O	3	12	1	4	2	-6	6	1
O=C(NCC1CCCO1)c1ccc([N+](=O)[O-])o1 (configuration not stated)	-1	16	4	-3	24	-19	2	-9
O=C(NC1CCCC1)C(c1ccc(N2CCOCC2)cc1)N(Cc1ccco1)C(=O)c1ccco1 (configuration not stated)	-4	-6	-8	5	-3	-12	-5	7
CN(C)CCCN(C(=O)c1cc2ccccc2oc1=O)c1nc2c(F)cccc2s1	0	6	-8	3	-11	-3	-6	16
COc1ccc(NC(=O)CN(c2ccc(OC)cc2)S(=O)(=O)c2c(C)nn(C)c2C)cc1	-16	-10	-7	9	-25	-12	-1	-5
CCOC(=O)C1CCCN(C(=O)c2ccc3[nH]c4c(c3c2)CC(C)CC4)C1 (configuration not stated)	-6	7	-4	12	6	7	0	0
N#Cc1ccccc1OCC(=O)OCC(=O)N1CCN(C(=O)c2ccco2)CC1	-3	-6	5	-17	-8	2	-8	-5
COC(=O)CCC(=O)c1ccc(OC)c(Cl)c1	10	5	8	-1	12	1	·	·
CC(C(=O)Nc1ccc(F)c(F)c1F)N1CCCCCC1 (configuration not stated)	9	-11	-8	0	24	4	0	-4
O=S(=O)(NC1CCCCC1N1CCN(c2cccc(Cl)c2)CC1)c1ccccc1 (configuration not stated)	-17	10	-11	12	3	-5	2	23
COc1ccc(S(=O)(=O)Nc2ccc(NC(C)=O)cc2)cc1Cl	-7	11	1	-7	15	-5	-11	-8
CCN(CC)C(=O)C1CCN(S(=O)(=O)c2ccc3c(c2)CCCN3C(=O)C2CCC2)CC1	-1	2	-9	2	-1	0	1	3
COc1cccc(/C=N/NC(=O)C(=O)N2CCCC2)c1	-8	-3	1	-2	-17	2	-6	-2
Cn1cc([C@@H]2C[C@H]3CN(Cc4cccc(Cl)c4)C(=O)[C@]34CCCN24)c(-c2ccccc2)n1	-5	3	-11	20	19	5	-2	17
O=S(=O)(Nc1ccc(-c2cn3ccccc3n2)cc1)c1ccccc1	14	-17	0	11	-12	1	-3	-8
Cc1cc(C)n(CC(O)CN(c2cccc([N+](=O)[O-])c2)S(=O)(=O)c2ccccc2)n1 (configuration not stated)	-1	-17	4	-6	-20	12	14	2
Cc1sc2nc(COC(=O)c3c(F)cccc3F)[nH]c(=O)c2c1C	3	-5	1	-11	9	10	9	-23
COc1ccc(OC)c(-c2nc(CN(C)C(C)c3ccncn3)c(C)o2)c1 (configuration not stated)	3	-2	2	0	-2	0	-2	11
CC(C)c1ccc(C(=O)CC2(O)C(=O)N(CN3CCOCC3)c3ccccc32)cc1 (configuration not stated)	-6	-17	-5	7	-8	-6	-6	1
NCCCCCc1nnc(SCC(N)=O)o1	1	-5	-7	-8	6	-1	-3	·
O=c1c2c3n(c(=O)nc2[nH]n1-c1ccccc1)CCCCC3	-4	18	-11	3	-2	-4	-4	3
O=S(=O)(Cc1ccccc1)N1CCN(Cc2ccc(Br)cc2)CC1	-2	8	-2	-11	0	-3	-9	6
Cc1cc(NC(=O)/C=C/C(=O)N(c2ccccc2C)C(C(=O)NC2CCCC2)c2ccc(F)cc2)no1 (configuration not stated)	-3	24	-3	14	-28	-11	-2	19
Cc1c(CNC(=O)c2cnn3c2NC(c2ccc(Br)cc2)CC3C(F)(F)F)cnn1C (configuration not stated)	-1	-2	-6	6	6	6	-6	12
O=C(NCc1nc2ccccc2[nH]1)C1=C[C@@H](c2ccc(Br)cc2)C[C@@H](OCCCCO)O1	-7	16	-1	10	10	22	-1	13
CCOC(=O)NN=C1CCC(c2ccccc2)CC1 (configuration not stated)	-4	0	-9	4	11	-1	6	-29
Cc1ccc(CN2C(=O)c3ccccc3C2C(=O)NCc2cccnc2)cc1 (configuration not stated)	6	0	-4	3	4	-7	-8	4
O=C(COc1ccc(F)cc1Cl)Nc1cccc(S(=O)(=O)N2CCCC2)c1	5	6	-1	10	21	10	-2	-7
CC(C)(C)S(=O)(=O)/C(C#N)=N/Nc1ccc(S(C)(=O)=O)cc1	1	6	10	-2	8	-5	-11	-3
NS(=O)(=O)c1cccc(NC(=O)Cn2nc(C(=O)O)c3ccccc3c2=O)c1	5	15	3	-8	13	7	-5	-3
CC1(C)NC(=O)N(CC(=O)Nc2cc(S(=O)(=O)N3CCOCC3)ccc2N2CCOCC2)C1=O	-4	11	3	-4	19	4	·	·
O=C(Nc1ccccc1)c1ccc(OC(=O)c2cc3ccccc3o2)cc1	24	-28	0	-20	-18	1	-6	-28
CCOC(O)[C@H]1N[C@@H](c2ccc(Cl)cc2)[C@@H]([N+](=O)[O-])[C@@H]1c1ccccc1 (some centres not stated)	0	3	-6	10	-7	5	-5	0
COc1ccc(CNc2ccc3c(c2)CCC3)cc1OC	-20	-33	-4	-1	-28	0	·	·
CC1CCCN(C(=O)CSc2nnc(-c3ccco3)n2C)C1 (configuration not stated)	4	18	-3	-4	6	3	1	24
NS(=O)(=O)c1ccc(-n2nc(C(=O)O)cc2-c2ccc(Cl)cc2)cc1	0	-4	7	2	0	4	-2	-3

Bioassay records as filed in PubChem BioAssay.
